# Compound activity as filed in PubChem.
# PTHR1 ag = activates the human parathyroid hormone receptor PTHR1; HEK293 GP2 PTHR1 cells, GloSensor cAMP luminescence, 1 h; AID 743266; Potency, µM (highest dose often 115 µM), for inactives: top-dose activation, actives largely listed as activators; Q03431; 0.075% of 410,000 active; also: nearly all actives have a fitted effect of over 55% in size; some results filed as inactive show a strong effect at the top dose; inactives centre near -15; many of its hits are not listed in these tables
#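 HEK-293-derived GP2 cells expressing PTHR1 and a GloSensor cAMP reporter, 3,000/well, plated overnight, given luciferin plus IBMX (each 0.5 mM as added) for 1 h at 37 °C, then compound for 1 h at 37 °C. Luminescence was read after 15 min at room temperature.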
# EPAC2 ag = activates human EPAC2 exchange factor. Q8WZA2. 0.079% of 360,000 active. AID 720711. EPAC2 activation, biochemical qHTS; response scale: 100% = 6.5 mM cAMP response. Potency, µM (titrated, usually from 154 µM), for inactives: at the highest dose activation, usual class: activators; also: nearly all actives have a fitted effect of over 50% in size
# Target sequence (Q8WZA2 whole entry, looked up): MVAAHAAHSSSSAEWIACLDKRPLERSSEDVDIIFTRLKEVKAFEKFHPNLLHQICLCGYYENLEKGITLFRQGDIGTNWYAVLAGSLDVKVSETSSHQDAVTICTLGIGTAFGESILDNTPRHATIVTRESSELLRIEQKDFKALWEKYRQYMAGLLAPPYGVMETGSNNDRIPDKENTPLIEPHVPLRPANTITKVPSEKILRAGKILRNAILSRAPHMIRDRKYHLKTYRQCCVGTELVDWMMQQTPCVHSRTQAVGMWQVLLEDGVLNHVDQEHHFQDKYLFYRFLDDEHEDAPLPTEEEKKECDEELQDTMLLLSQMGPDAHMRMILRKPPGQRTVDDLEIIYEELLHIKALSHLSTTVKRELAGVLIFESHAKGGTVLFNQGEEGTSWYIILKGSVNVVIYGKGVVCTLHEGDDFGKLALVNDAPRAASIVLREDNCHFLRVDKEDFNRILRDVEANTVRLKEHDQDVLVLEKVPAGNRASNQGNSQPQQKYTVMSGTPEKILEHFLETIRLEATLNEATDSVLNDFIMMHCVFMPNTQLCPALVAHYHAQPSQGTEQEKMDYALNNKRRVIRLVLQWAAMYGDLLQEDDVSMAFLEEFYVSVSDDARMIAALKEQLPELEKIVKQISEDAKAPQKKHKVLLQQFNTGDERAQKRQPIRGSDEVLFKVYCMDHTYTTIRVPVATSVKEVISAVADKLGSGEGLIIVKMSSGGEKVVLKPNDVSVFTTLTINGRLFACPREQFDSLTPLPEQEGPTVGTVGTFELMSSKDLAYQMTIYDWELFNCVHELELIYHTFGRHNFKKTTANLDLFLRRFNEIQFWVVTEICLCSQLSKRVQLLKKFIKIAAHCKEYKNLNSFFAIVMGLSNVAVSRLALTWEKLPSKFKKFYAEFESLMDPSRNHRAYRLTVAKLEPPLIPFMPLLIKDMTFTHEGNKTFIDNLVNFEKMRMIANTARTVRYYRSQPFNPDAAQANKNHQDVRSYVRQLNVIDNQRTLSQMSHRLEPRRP
#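 Nucleotide exchange monitored as fluorescence drop when BODIPY-GDP leaves Rap1B. Reaction: 100 nM EPAC2, 250 nM RAP1B-BODIPY-GDP, 50 uM GDP, room temperature, kinetic read over 30 min. Activity expressed relative to 6.5 mM cAMP.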
# EPAC1 ag = EPAC1 (human) agonism; Potency, µM (highest dose often 154 µM), without a hit: at the top dose activation, most hits filed as activators; O95398; EPAC1 agonist qHTS, biochemical assay; response scale: 100% = response to 6.5 mM cAMP; 0.073% of 360,000 active; also: nearly all actives have a fitted effect of over 60% in size
#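 Compounds were pinned as a concentration titration into mixtures of EPAC1 (100 nM), BODIPY-GDP-loaded Rap1B (250 nM) and GDP (50 uM). After 5 min at room temperature, fluorescence was followed for 30 min; activity was scaled to 6.5 mM cAMP.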
# EPAC1 antag = antagonists of human EPAC1. O95398. EPAC1 GEF assay, Rap1b-BODIPY-GDP exchange fluorescence. Potency, µM (doses to about 115 µM), inactives show at the highest dose activity change, negative = inhibition, usual class: inhibitors. 0.14% of 360,000 active. AID 720709;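 also: plate controls were vehicle for no effect and positive control for full effect; nearly all actives have a fitted effect of over 50% in size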
# EPAC2 antagonist = EPAC2 (human) antagonism; Q8WZA2; AID 720708; EPAC2 GEF exchange of Rap1B-BODIPY-GDP, fluorescence; 0.18% of 360,000 active; Potency, µM (highest dose often 114 µM), without a hit: top-dose activity, negative = inhibition, most hits filed as inhibitors; also: % is scaled to controls: 0 for no effect and ±100 for the full control effect; nearly all actives have a fitted effect of over 45% in size; many of its hits are not listed in these tables
# TDP-43 yeast inh = inhibitors of TDP-43 toxicity in yeast. TDP-43 expressing yeast growth rescue, BacTiter-Glo, 24 h. 1.8% of 410,000 active. AID 652104. Potency, µM (series often up to 46.1 µM), for the others: top-dose growth rescue (activation), actives largely listed as activators; also: % of control where 0% means no effect; nearly all actives have a fitted effect of over 50% in size
#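 In this qHTS, compounds that restore growth of yeast expressing TDP-43 appear as activators. Cells (OD600=0.02, galactose medium, raffinose-pregrown) are incubated with compound 24 hr at 30 deg C and growth is quantified by BacTiter-Glo.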
# FUS suppressor = FUS proteinopathy suppression in yeast | Potency, µM (series often up to 76.6 µM), for inactives: at the highest dose growth rescue (activation), hits mostly activators | 0.24% of 390,000 active | S. cerevisiae FUS-expressing, growth rescue, OD600, 24 h;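 also: plate controls were DMSO vehicle for no effect and reference control for full effect; nearly all actives have a fitted effect of over 55% in size; some results filed as inactive show a strong effect at the top dose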
#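 Cultures pregrown in 2.5% raffinose medium are shifted to minimal medium containing 2% galactose to express toxic FUS. Compounds are tested at several concentrations. After 24hr at 30C, growth is quantified at 600 nm absorbance.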
# aSyn yeast inh = alpha-synuclein toxicity inhibition in yeast; AID 652106; 0.14% of 370,000 active; Yeast expressing alpha-synuclein, growth rescue, BacTiter-Glo, 24 h; Potency, µM (top dose mostly 46.1 µM), for the others: at the highest dose growth rescue (activation), most hits filed as activators; also: % of control where 0% means no effect; nearly all actives have a fitted effect of over 65% in size
#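 Readout is rescue of growth in alpha-synuclein-expressing yeast, so inhibitors of toxicity appear as activators. Growth after 24 hr at 30 deg C in galactose medium is quantified by luminescence.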
# Starred values were filed as active, the others as inactive; i = inactive; ? = inconclusive; nt = no result given; & = joins results of further samples; [ ] = dose if it differs, or a comment. Calls follow the shape of the dose curve; as a rule, active = well fitted curve in the direction sought with a large enough effect; inconclusive = small, poorly fitted or top-dose-only effect, or another doubt; inactive = no such curve, though single readings can be large; an effect the other way counts as inactive or inconclusive. Potency is read from the fitted curve at half-maximal effect.
SMILES,PTHR1 ag,EPAC2 ag,EPAC1 ag,EPAC1 antag,EPAC2 antagonist,TDP-43 yeast inh,FUS suppressor,aSyn yeast inh
CC(C)(C)c1ccc(NC(=O)NCc2ccco2)cc1,-12.7%,-9.4%,-8.7%,-12.4%,-10.2%,-7.1%,-6.0%,-7.5%
N#C/C(=C\c1ccccn1)c1ccccn1,-11.2%,7.3%,2.9%,-3.4%,7.2%,25.5%,14.5%,12.1%
COc1ccc(S(=O)(=O)N(C)C[C@H]2Oc3ccc(NC(=O)Nc4ccccc4)cc3C(=O)N([C@H](C)CO)C[C@@H]2C)cc1,-32.9%[inhibitor],-0.3%,-3.2%,-23.6%,4.7%,8.1%,?,-1.1%
Cc1ccc(NS(=O)(=O)c2ccc(C)c(C(=O)Nc3ccc(S(=O)(=O)Nc4onc(C)c4C)cc3)c2)cc1,i,-4.6%,1.6%,0.3%,3.8%,21.5%,nt,-5.8%
Cc1cccc(C2CC(c3ccc(Br)cc3)Nc3nc(N)nn32)c1 (centres undefined),-49.7%[inhibitor],7.7%,7.4%,-8.6%,-4.8%,?,?,0.2%
COc1ccccc1N1CCN(C(=O)CSc2nnnn2C2CC2)CC1,-21.5%,-13.5%,-1.2%,5.3%,0.1%,15.7%,-9.2%,7.9%
CC1(C)CC(=O)C2=C(C1)Nc1ccccc1NC2c1cccs1 (centres undefined),-26.8%,5.1%,-2.2%,-7.4%,15.8%,-14.5%,-2.3%,-0.7%
CN1CCC(N(C)C(=O)Cc2ccccc2[N+](=O)[O-])CC1,i,6.9%,0.2%,-2.1%,3.6%,-3.2%[0.397 µM],37.4%,-5.9%
CC12CCCCN1CCCc1c2[nH]c2ccccc12 (centres undefined),i,-1.0%,4.2%,-2.5%,-0.5%,-6.3%,-7.7%,-2.3%
CCc1nc2cc(NC(=O)C3(C)CCCN(C(C)=O)C3)ccc2o1 (centres undefined),0.2%,3.9%,-2.1%,-19.7%,4.8%,4.4%,-16.8%,-1.2%
CCOc1ccc(CC(=O)NNC(=S)NC)cc1Br,i,13.0%,5.2%,7.0%,-0.9%,2.4%,-3.2%,-0.1%
Cc1nc2ccc(NC(=O)COc3ccccc3F)cc2s1,-21.2%,5.3%,7.7%,-1.4%,-6.9%,?,0.7%,-32.3%[inhibitor]
NS(=O)(=O)c1ccc(CCNCC(=O)N2CCC(Cc3ccccc3)CC2)cc1,?,-2.0%,2.2%,-6.5%,-2.1%,-14.4%,17.0%,0.6%
Cc1ccc(C)c(CNS(=O)(=O)c2ccc3c(c2)C(C)(C)C(=O)N3C)c1,i,9.6%,4.7%,-27.2%,5.2%,?,21.1%&10.0%,3.0%
C=CCn1c(NC(=O)c2ccc(C)cc2)c(C#N)sc1=N,i,-84.4%[inhibitor][15.6 µM],-13.1%,-0.4%,7.2%,12.9%,-22.5%,2.5%
CC(C)c1ccccc1NC(=O)COC(=O)c1cccnc1,i,4.0%,2.4%,9.0%,20.0%,-23.9%,10.9%,-1.1%
O=S(=O)(Nc1ncccn1)c1ccccc1,i,5.6%,0.8%,-2.4%,-0.7%,0.0%,1.4%,6.4%
Cc1csc2nc(CCNS(=O)(=O)c3cccs3)cn12,i,3.7%,10.3%,4.0%,3.5%,14.2%,-14.4%,2.3%
COc1ccccc1C(=O)Nc1ccc2oc(-c3ccc(F)cc3)nc2c1,-18.4%[57.5 µM],6.9%,0.7%,-13.3%,-12.0%,-15.2%,-13.2%,-10.0%
Cc1ccc(C)c(-n2c(Cc3cc(=O)[nH]c(=O)[nH]3)nnc2SCC(=O)NCc2ccco2)c1,i,7.7%,4.2%,10.5%,3.8%,5.5%,18.4%,7.8%
CCN(C(=O)CCc1nnc2ccc(NCc3ccco3)nn12)c1ccccc1,2.3%,9.2%,-8.1%,?,1.0%,-14.9%,?,-3.0%
Cc1ccc(N2CC(C(=O)Nc3nnc(SCC(=O)Nc4cc(C)on4)s3)CC2=O)cc1 (centres undefined),-5.9%,-6.8%,2.7%,5.4%,-0.8%,-6.9%,7.0%,0.0%
COC(=O)c1cc(COc2ccc3c(c2)oc(=O)c2ccccc23)c(C)o1,-9.4%,2.0%,6.5%,13.1%,20.5%,-18.4%,-7.0%,-2.4%
Cc1cc(Br)c2[nH]c3c(c2c1)CCCC3=O,-0.4%,17.0%,7.9%,0.2%,0.0%,18.9%,12.2%,-0.7%

# Retrieved by compound from the entries so far:
SMILES,PTHR1 ag,EPAC2 ag,EPAC1 ag,EPAC1 antag,EPAC2 antagonist,TDP-43 yeast inh,FUS suppressor,aSyn yeast inh
Cc1cc(Br)c2[nH]c3c(c2c1)CCCC3=O,-0.4%,17.0%,7.9%,0.2%,0.0%,18.9%,12.2%,-0.7%
C=CCn1c(NC(=O)c2ccc(C)cc2)c(C#N)sc1=N,i,-84.4%[inhibitor][15.6 µM],-13.1%,-0.4%,7.2%,12.9%,-22.5%,2.5%
CCc1nc2cc(NC(=O)C3(C)CCCN(C(C)=O)C3)ccc2o1 (centres undefined),0.2%,3.9%,-2.1%,-19.7%,4.8%,4.4%,-16.8%,-1.2%
CCN(C(=O)CCc1nnc2ccc(NCc3ccco3)nn12)c1ccccc1,2.3%,9.2%,-8.1%,?,1.0%,-14.9%,?,-3.0%

# The results go on:
SMILES,PTHR1 ag,EPAC2 ag,EPAC1 ag,EPAC1 antag,EPAC2 antagonist,TDP-43 yeast inh,FUS suppressor,aSyn yeast inh
Cc1ccc(NC(=S)N(Cc2ccc(Br)cc2)Cc2ccc(C(=O)O)cc2)cc1C,-31.2%[inhibitor],-3.7%,0.7%,?,-17.1%,?,26.0%,-8.2%
CCC(=O)Nc1ccccc1C(=O)OCC(=O)c1cccc2ccccc12,-13.4%,5.3%,16.4%,0.0%,-4.8%,14.7%,26.2%,0.8%
CC1(C)Cc2ccccc2-c2nc3ccccc3c(=O)n21,-2.9%[57.5 µM],9.2%,3.7%,8.8%,-5.7%[57.1 µM],12.6µM*,11.9%,2.1%
COC(=O)c1ccccc1NC(=O)CSc1nnc(C(CO)NC(=O)c2ccccc2)n1C (centres undefined),-18.5%[57.5 µM],1.3%,2.7%,-3.3%,-10.2%,-22.4%,13.5%,6.7%
C=CCN(CC=C)S(=O)(=O)c1ccc(NC(=S)NC(=O)/C=C/c2cccc3ccccc23)cc1,i,12.4%,-0.3%,-6.1%,1.0%,0.9%,-9.3%,-2.0%
O=C(O)c1nnsc1-c1csnn1,-17.7%,4.1%,-2.2%,1.1%,-2.5%,0.0%,nt,0.4%
COc1cccc(-c2nnc(SCC(=O)Nc3ccc4c(c3)OCCO4)n2Cc2ccco2)c1,-15.9%,2.7%,5.7%,-16.4%,4.1%,-8.3%,18.2%,1.9%
Cc1ccc(O)c(CNc2ccccn2)c1,i,-2.3%,-1.6%,0.5%,0.5%,?,18.9%,10.8%
CCn1c(COc2ccccc2C)nc2ccccc21,?,6.5%,9.7%,?,-20.1%,13.6%,-4.4%,-7.2%
CC(C)Nc1ncnc2c1ncn2[C@H]1CN(Cc2cccs2)C[C@@H](CO)O1,-19.8%,-1.2%,8.3%,0.4%,1.7%,8.4%,5.6%,-0.3%
Cc1ccc(S(=O)(=O)Nc2ccccc2C(=O)Nc2sccc2C(=O)NN(C)C)cc1,-44.9%[inhibitor],4.8%,1.6%,-5.7%,-12.1%,15.5%,-9.2%,-0.1%
CCOc1cc(CNCCN(C)C)c(Cl)cc1OCC(=O)NCCc1ccccc1,-15.8%[57.5 µM],23.8%,-8.5%,-2.9%,16.4%,-7.7%,-24.9%,-11.3%
O=C(Nc1nc(-c2ccncc2)cs1)c1ccco1,-10.0%,-0.6%,3.2%,-9.2%,4.6%,-16.6%,?,-8.2%
CC(NC(=O)C1CCC1)c1ccccc1 (centres undefined),-7.8%[57.5 µM],10.6%,0.5%,0.4%,-2.4%,0.2%,-1.5%,-3.1%
O=C(NC1CC2CCC(C1)N2Cc1ccco1)c1ccccc1 (centres undefined),i,-5.7%,0.4%,11.5%,3.6%,-16.1%,1.7%,0.9%
COc1ccc(S(=O)(=O)N2c3ccccc3OCC2c2ccccc2)cc1 (centres undefined),9.3%[57.5 µM],15.6%,21.2%,-5.1%,-2.3%,-7.5%,40.6%,-1.5%
Cc1ccc(C)c(NC(=O)c2cc(-c3ccccc3)nn2-c2ccccc2)c1,-10.9%,6.8%,14.3%,-16.9%,-16.8%,-7.6%,12.2%,-24.2%
O=C(NCc1ccc(Cl)cc1)c1ccc(CNc2c(N3CCOCC3)c(=O)c2=O)cc1,i,6.8%,0.4%,0.8%,17.3%,-12.6%,-36.2%,3.0%
COc1ccc(NC(=O)Oc2cc(C)ccc2C(C)C)cc1,-1.7%,-8.5%,-8.8%,-4.4%,-22.8%,-3.6%,9.2%,12.9%
CCOC(=O)CNC(=O)Cn1cnc2c(nnn2-c2cccc(Cl)c2)c1=O,i,2.9%,-4.9%,2.5%,1.1%,0.0%,13.0%,-3.4%
COc1c(-c2ccc(O)cc2)oc2cc(O)cc(O)c2c1=O,-19.9%,2.3%,-20.4%,-20.7%,-3.9%,-4.5%,-2.2%,-0.5%
COC(=O)CSc1nc2ccccn2c(=O)c1C=O,i,7.2%,-3.0%,-11.6%,3.2%,-11.1%[9.22 µM],7.1%,-8.2%
O=C(Cn1cncn1)N/N=C/c1cccc(Cl)c1,-0.2%,-1.3%,-1.2%,-4.1%,6.4%,-9.0%,5.5%,0.0%
CCCn1c(=N)n(CC(=O)c2ccc(Cl)c(Cl)c2)c2ccccc21,-6.6%,10.6%,11.4%,3.0%,7.0%,5.6%,38.3%,-1.8%
Cn1c(=O)c2c(nc(NCc3cccnc3)n2Cc2ccc(Cl)cc2)n(C)c1=O,-2.4%[57.5 µM],7.7%,-10.0%,8.7%,19.8%,-2.6%,3.0%,5.1%
COCc1cc(=O)n2[nH]c(C(C)(C)C)cc2n1,i,5.9%,5.9%,5.7%,5.8%,-17.7%,19.9%,2.0%
COc1ccc(-c2csc3ncnc(N4CCN(S(=O)(=O)c5cccc(F)c5)CC4)c23)cc1,-40.8%[inhibitor],11.2%,9.9%,4.5%,-1.4%,4.9%,13.2%,4.2%
Cc1cc2oc(=O)cc(CN3CCOCC3)c2cc1C(C)C,-12.5%,4.4%,1.0%,-1.2%,-6.4%,-22.5%,11.0%,10.4%
CCC(C)Sc1nc2c(c(=O)[nH]c(=O)n2C)n1Cc1ccc(Cl)cc1 (centres undefined),-28.7%,-5.7%,-3.6%,-10.2%,-3.2%,7.0%,-9.0%,4.9%
COc1ccccc1N(C)S(=O)(=O)c1ccc(C(=O)NCCCN2CCCC2=O)cc1,-12.6%,5.7%,3.6%,10.0%,10.7%,13.3%,0.2%,10.5%

# Not all compounds are listed. The share of hits here may be higher or lower than overall.
